FLuc modulator: firefly luciferase modulation, counter-screen for miR-21 project; P08659; purified FLuc, Km substrates, luminescence inhibition; Potency, µM (highest dose often 57.5 µM), for inactives: top-dose activity change, negative = inhibition, usual class: inhibitors; 6.9% of 360,000 active; AID 588342;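 also: potency is read from the fitted curve at half-maximal effect; plate controls were vehicle for no effect and reference inhibitor for full effect; nearly all actives have a fitted effect of over 55% in size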
Target sequence (P08659 whole entry, looked up): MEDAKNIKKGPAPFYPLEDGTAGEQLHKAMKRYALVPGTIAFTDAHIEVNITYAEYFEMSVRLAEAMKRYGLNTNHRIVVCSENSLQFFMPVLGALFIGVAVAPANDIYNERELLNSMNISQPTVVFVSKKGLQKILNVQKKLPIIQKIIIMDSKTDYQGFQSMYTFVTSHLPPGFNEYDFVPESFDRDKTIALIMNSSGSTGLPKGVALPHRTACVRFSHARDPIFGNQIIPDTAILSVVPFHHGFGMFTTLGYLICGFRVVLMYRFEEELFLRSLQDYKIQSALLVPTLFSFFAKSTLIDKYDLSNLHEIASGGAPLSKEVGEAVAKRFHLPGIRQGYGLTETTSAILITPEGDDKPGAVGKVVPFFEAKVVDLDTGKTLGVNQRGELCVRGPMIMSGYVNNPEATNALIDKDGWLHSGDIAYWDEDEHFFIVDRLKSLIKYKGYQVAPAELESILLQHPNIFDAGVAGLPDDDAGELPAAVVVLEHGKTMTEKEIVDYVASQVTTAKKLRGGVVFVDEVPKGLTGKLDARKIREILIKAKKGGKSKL
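Biochemical qHTS of compounds, final roughly 60 µM downward over six points, against 10 nM purified firefly luciferase using Km concentrations of substrates (10 uM D-luciferin, 10 uM ATP) in Tris acetate pH 7.5 buffer; luminescence output.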
ELG1 genotoxic: inducers of genotoxicity in HEK293T ELG1-luciferase cells | Potency, µM (doses to about 46 µM), for inactives: at the highest dose activity change, positive = activation, actives largely listed as activators | 1.3% of 330,000 active | AID 504466 | HEK293T ELG1-luciferase reporter, luminescence, 16 h; also: potency is read from the fitted curve at half-maximal effect; % of control where 0% means no effect; nearly all actives have a fitted effect of over 60% in size
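Cells (2,000/well) expressing the ELG1-luciferase fusion are dosed by pin tool and kept 16 hr at 37 °C, 5% CO2. Signal comes from ONE-Glo luciferase reagent after 30 min at room temperature.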
RORg inh: inhibitors of mouse ROR gamma transcriptional activity; Drosophila S2 Gal4-RORgamma UAS-luciferase reporter, 20 h; 5.4% of 310,000 active; P51450; Potency, µM (doses to about 53.6 µM), for the others: at the highest dose activity change, negative = inhibition, hits mostly inhibitors; AID 2551; also: potency is read from the fitted curve at half-maximal effect; % is scaled to controls: 0 for no effect and ±100 for the full control effect; nearly all actives have a fitted effect of over 60% in size
Target sequence (P51450 whole entry, looked up, the tested form may be a part): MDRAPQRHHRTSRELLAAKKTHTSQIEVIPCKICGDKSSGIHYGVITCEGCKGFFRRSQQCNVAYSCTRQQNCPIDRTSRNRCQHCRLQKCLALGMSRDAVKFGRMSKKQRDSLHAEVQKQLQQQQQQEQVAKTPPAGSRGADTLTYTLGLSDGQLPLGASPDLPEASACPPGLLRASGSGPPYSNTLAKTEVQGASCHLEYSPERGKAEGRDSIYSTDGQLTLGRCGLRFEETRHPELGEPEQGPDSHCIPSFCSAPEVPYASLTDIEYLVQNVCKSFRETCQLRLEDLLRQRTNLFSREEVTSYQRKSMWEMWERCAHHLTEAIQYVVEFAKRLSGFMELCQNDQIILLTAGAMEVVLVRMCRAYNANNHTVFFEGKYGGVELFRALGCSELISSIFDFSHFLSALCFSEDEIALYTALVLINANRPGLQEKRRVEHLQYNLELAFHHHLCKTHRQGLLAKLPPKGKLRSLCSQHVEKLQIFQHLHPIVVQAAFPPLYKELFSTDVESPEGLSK
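Luciferase reporter read in Schneider cells carrying Gal4-RORγ (mouse) and UAS-Photinus luciferase; cells given compound 1 h before 700 uM copper sulfate induction, then incubated 20 h at ambient temperature.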
VP16 counter: counter-screen for ROR gamma inhibitors: Gal4-VP16 reporter; AID 2546; Potency, µM (series often up to 53.6 µM), inactives show at the top dose activity, negative = inhibition, actives largely listed as inhibitors; 3.5% of 310,000 active; Drosophila S2 Gal4-VP16 UAS-luciferase, luminescence, 20 h;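 also: Gal4-VP16 expression switched on by copper sulfate through the metallothionein promoter; potency is read from the fitted curve at half-maximal effect; % is scaled to controls: 0 for no effect and ±100 for the full control effect; nearly all actives have a fitted effect of over 50% in size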
NPC1 promoter act: NPC1 promoter activation; 2.4% of 320,000 active; Huh7 NPC1 promoter luciferase reporter, 24 h; Potency, µM (doses to about 9.22 µM), without a hit: at the top dose activation, hits mostly activators;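 also: potency is read from the fitted curve at half-maximal effect; % of control where 0% means no effect; nearly all actives have a fitted effect of over 60% in size; reporter is driven by a mutant NPC1 promoter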
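Stably transfected Huh7 (NPC1 promoter→luciferase), 1500 cells/well in Opti-MEM + 10% FBS, 2 h settle, then compound 24 h at 37 °C. Luminescence after 10 min with Amplite reagent.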
TRPV1 agonist: activates the human vanilloid receptor TRPV1; Q8NER1; TRPV1-expressing cells, Fluo-8 calcium influx, agonist mode; activation, % at 8.33 µM; 0.19% of 320,000 active; in the data active = activation above about 80%; inconclusive = between about 30% and that limit; also: 0% is about no effect
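Cells expressing TRPV1 were dye-loaded with Fluo-8 and read kinetically: 10 s baseline, 3 min after compound (agonist portion), then 2 min after EC20 capsaicin (allosteric enhancer portion). Calcium-bound dye fluorescence at 480/520 nm.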
p53 reactivation: restores transcriptional activity of mutant p53; Potency, µM (top dose mostly 92.2 µM), for the others: at the highest dose activity change, positive = activation, most hits filed as activators; H1299 p53-A138V BP100-luciferase reporter, luminescence, 24 h; 0.063% of 320,000 active; AID 504706; also: potency is read from the fitted curve at half-maximal effect; % of control where 0% means no effect; nearly all actives have a fitted effect of over 45% in size
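H1299 (p53-null), stable ts p53-A138V + BP100-Luc; 1000 cells/well, Opti-MEM/10% FBS; cpd 4 pt, 1:5; 24 h, 37 deg C, 5% CO2; detection reagent 10 min RT; luminescence.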
ELG1 repair inh: blocks ELG1-dependent DNA repair in HEK293T cells; HEK293T ELG1-luciferase reporter, luminescence, 16 h; DNA damage induced by 5-fluorouridine; 2.3% of 330,000 active; Potency, µM (top dose mostly 46.1 µM), without a hit: at the highest dose activity change, negative = inhibition, actives largely listed as inhibitors; also: potency is read from the fitted curve at half-maximal effect; % is scaled to controls: 0 for no effect and ±100 for the full control effect; nearly all actives have a fitted effect of over 55% in size
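Luminescence from the luciferase reporter, measured 30 min after ONE-Glo reagent at room temperature, was the read-out. Beforehand, 2,000 cells per well were exposed for 16 hr at 37 °C to 5-fluorouridine together with compound or vehicle.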
BRCA1 expr up: increases BRCA1 expression; AID 624202; Potency, µM (highest dose often 46.1 µM), without a hit: at the top dose activation, actives largely listed as activators; 1.1% of 380,000 active; MCF7-BRCA1-FFLuc reporter, luminescence, 48 h; response scale: scaled: vehicle 0%, 10 µM genistein 100%; also: potency is read from the fitted curve at half-maximal effect; nearly all actives have a fitted effect of over 80% in size; some results filed as inactive show a strong effect at the top dose
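Compounds are tested at multiple concentrations on MCF7 BRCA1-luciferase reporter cells seeded at 2000 per well; after 48 h, a single luminescence end-point is taken and curves fitted to the normalized data.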
Rab9 prom act: activates the Rab9 promoter. Potency, µM (top dose mostly 9.22 µM), inactives show at the top dose activation, negative = inhibition, hits mostly activators. 2.8% of 320,000 active. AID 485297. Huh7 Rab9 promoter-luciferase reporter, luminescence, 24 h; also: potency is read from the fitted curve at half-maximal effect; % of control where 0% means no effect; nearly all actives have a fitted effect of over 60% in size
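Luminescence read-out: Huh7 cells stably expressing Rab9-luciferase, treated 24 h with compound at 37 °C, then lysed with luciferase reagent for 10 min at ambient before reading.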
Tb PFK inh: inhibitors of T. brucei phosphofructokinase | O15648 | Potency, µM (titrated, usually from 57.5 µM), inactives show at the highest dose activity, negative = inhibition, usual class: inhibitors | AID 485367 | T. brucei PFK, ADP-Glo luminescence | 0.17% of 330,000 active;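 also: potency is read from the fitted curve at half-maximal effect; 0% = uninhibited 1x PFK enzyme wells and -100% = no-enzyme wells; nearly all actives have a fitted effect of over 60% in size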
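Activity is normalized to no-enzyme wells (full inhibition) and 1.25 nM enzyme wells (no inhibition). Reaction: 0.5 mM F6P, 0.1 mM ATP, 45 min RT, ADP-Glo luminescence; concentration-response curves fitted and classed by quality.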
Starred values were filed as active, the others as inactive; ? = inconclusive; nt = no result given; [ ] = dose if it differs, or a comment. Unless noted, calls follow the shape of the dose curve; as a rule, active = well fitted curve in the direction sought with a large enough effect; inconclusive = small, poorly fitted or top-dose-only effect, or another doubt; inactive = no such curve, though single readings can be large; an effect the other way counts as inactive or inconclusive.

SMILES	FLuc modulator	ELG1 genotoxic	RORg inh	VP16 counter	NPC1 promoter act	TRPV1 agonist	p53 reactivation	ELG1 repair inh	BRCA1 expr up	Rab9 prom act	Tb PFK inh
CC(=O)Nc1ccc(C(=O)Nc2ccncc2)cc1	-6.2%	-1.8%	-6.3%	-4.6%	-1.7%	-1.0	?	0.9%	13.2%	1.8%	-1.6%
O=C(NCc1ccco1)c1csc2c1CCCC2	-16.1%	5.3%	?	?	0.7%	1.8	-5.7%	-0.9%	7.8%	-2.8%	3.2%
CS(=O)(=O)N(CC(=O)Nc1ccccc1C(=O)N1CCOCC1)c1ccc2c(c1)OCO2	9.1%	1.3%	0.5%	4.0%	-3.8%	-1.4	-6.7%	14.3%	22.2%	1.3%	0.7%
O=C(CSCc1ccccc1)NNC(=S)Nc1cccc(Cl)c1Cl	-10.5%	-3.6%	6.31µM*	?	-4.4%	3.2	-1.6%	1.6%	15.1%	-1.7%	3.7%
CC12CC(c3ccccc3O1)C(/C(N)=N/NC(=O)c1ccc(F)cc1)C(=O)N2 (configuration not stated)	-0.4%	-8.4%	4.47µM*	?	-3.5%	10.1	7.7%	?	13.2%	-1.1%	6.2%
COC(=O)C1=C(C)NC(C)=C(C(=O)OC)C1C(=O)OCc1nnc(-c2ccccc2Cl)o1	-0.7%	1.5%	nt	nt	0.3%	-0.3	-9.6%	?	-24.9%	-0.9%	-0.1%
CSc1nnc(-c2ccc(NC(N)=S)cc2)o1	4.0%	7.8%	17.5%	?	-0.6%	-2.4	10.3%	-5.0%	-2.2%	-9.8%	0.4%
CN(CC(=O)Nc1ccccc1Cl)C(=O)COC(=O)CSc1ccc(Cl)cc1	-2.6%	2.4%	nt	nt	-1.0%	2.0	4.5%	0.0%	1.4%	-2.6%	0.0%
O=C(NC(Cc1ccccc1)C(=O)O)/C(=C/c1cccc(Br)c1)NC(=O)c1ccco1 (configuration not stated)	0.0%	-8.0%	-21.7%	-4.5%	-1.0%	-1.4	6.7%	7.8%	0.0%	-3.1%	2.4%
CCc1ccc(NC(=O)c2cnn(-c3ccccc3)c2C)cc1	0.675µM*	?	-22.1%	?	0.501µM*	-0.3	?	?	?	0.562µM*	5.5%

Look-ups from the entries so far.
Under FLuc modulator, `CS(=O)(=O)N(CC(=O)Nc1ccccc1C(=O)N1CCOCC1)c1ccc2c(c1)OCO2` is entered as 9.1%
Under TRPV1 agonist, `CC12CC(c3ccccc3O1)C(/C(N)=N/NC(=O)c1ccc(F)cc1)C(=O)N2` (configuration not stated) is entered as 10.1

Next section:
SMILES	FLuc modulator	ELG1 genotoxic	RORg inh	VP16 counter	NPC1 promoter act	TRPV1 agonist	p53 reactivation	ELG1 repair inh	BRCA1 expr up	Rab9 prom act	Tb PFK inh
CCOP(=O)(OCC)C1NC(=O)N(c2ccccc2)C1=O (configuration not stated)	3.6%	2.1%	-0.9%	-7.5%	-2.3%	-2.5	3.4%	?	-12.8%	-6.2%[1.84 µM]	2.0%
O=S(=O)(NC1CCN(S(=O)(=O)c2c(F)cccc2F)CC1)c1ccc2c(c1)OCCO2	nt	-4.0%	nt	nt	nt	nt	-7.4%	?	-19.3%	nt	5.0%
COc1ccc(/C([O-])=C(/C(=S)Nc2ccc(C)c(C)c2)n2c[n+](C)c3ccccc32)cc1OC	-11.7%	-2.3%	?	21.1%	-2.7%	1.4	-2.5%	2.0%	-61.9%	2.4%	4.7%
O=[N+]([O-])c1ccccc1/C=N/n1c(-c2cccnc2)n[nH]c1=S	1.0%	8.1%	?	-5.2%	0.0%	1.4	10.9%	-1.0%	-36.0%	-5.9%	2.8%
O=C(c1cc(-c2cccs2)nc2ccccc12)N1CCN(CCO)CC1	?	-4.0%	nt	nt	-0.7%	4.3	-10.9%	-10.3%	-10.7%	-6.6%	0.2%
Cc1ccc(-c2ccc(S(=O)(=O)N3CCN(C)CC3)cc2)cc1	-13.7%	5.2%	0.0%	-25.2%	9.5%	-5.3	5.7%	?	0.5%	15.3%	-1.0%
CCOc1ccccc1NC(=O)[C@@H](NC(=O)c1ccccc1F)C(C)C	-0.5%	-0.9%	2.9%	-10.3%	0.5%	3.6	5.3%	12.4%	-23.2%	-0.1%	4.7%
CCCCCCN1CC(O)=C(c2ccccc2)C1=N	0.2%	0.5%	39.7%	-5.8%	-1.8%	-1.2	-2.1%	17.6%	-7.8%	2.2%	0.8%
CC(=O)c1c[nH]c(C(=O)Nc2ccc(N3CCCCCC3)cc2)c1	nt	11.6%	nt	nt	-2.2%	?	?	?	2.7%	12.7%	-2.5%
COc1nccnc1NS(=O)(=O)c1ccc(N=Cc2c(C)[nH]n(-c3ccc(C)c(C)c3)c2=O)cc1	15.1µM*	12.4%	-0.2%	-15.6%	3.0%	-0.5	21.7%	?	79.0%	15.2%	-1.6%
Cc1ccc(/C(N)=N/OC(=O)c2cc(-c3ccccc3)nc3ccccc23)cc1	13.5µM*	-0.4%	-3.6%	-15.5%	-0.4%	-3.5	-2.2%	3.1%	-1.9%	-0.6%	-5.5%
Cn1nc(CC(=O)NC2CCCCC2)c2ccccc2c1=O	-3.7%	-2.6%	5.2%	-13.1%	-0.5%	0.7	2.2%	?	-38.1%	-3.0%	1.3%
CCn1c(SCC(=O)Nc2nc(C)cs2)nnc1-c1cccnc1	0.3%	0.0%	5.7%	-8.6%	-2.4%	1.0	-3.3%	10.0%	-16.5%	-3.9%	0.3%
COc1ccc(-n2cc(CN3CCC(OC)CC3)c(-c3cccc(F)c3)n2)cc1	?	-2.6%	0.6%	-10.9%	-0.5%	10.8	-2.9%	-10.6%	71.0%	2.0%	-5.8%
COc1ccc(NC(=O)CSc2ccc(F)cc2)cc1S(=O)(=O)N1CCCCC1	4.9%	-4.3%	?	3.7%	-1.7%	4.8	20.6%	5.1%	-9.9%	-8.9%	-7.0%
CCOCCCNC(=O)c1ccc2c(=O)n(Cc3ccc4c(c3)OCO4)c(=S)[nH]c2c1	-0.8%	?	-4.7%	-10.5%	-4.7%	-3.8	4.3%	-1.3%	-24.7%	-3.9%	-1.4%
C=CCn1c(SCC(=O)Nc2ccc3c(c2)OCO3)nnc1-c1cc(Br)ccc1O	2.2%	nt	?	?	nt	2.8	nt	nt	-11.9%	nt	nt
CC(NCCN(C)C)C(=O)C12CC3CC(CC(C3)C1)C2 (configuration not stated)	0.5%	-3.3%	-23.1%	2.3%	-5.1%	3.4	1.9%	?	1.9%	1.5%	-1.4%
Cc1ccc(NC(=O)c2ccc(COc3ccccc3)o2)nc1	?	?	?	7.6%	18.3%	?	?	?	?	14.9%	-2.3%
Cc1ccc(NC(=O)CNC(=O)c2ccco2)cc1Cl	-16.8%	11.1%	24.8%	24.7%	22.1%	3.5	13.3%	23.0%	?	24.8%	-3.7%
OCCC1CN(CCCc2ccccc2)CCN1Cc1ccc(F)cc1 (configuration not stated)	-0.7%	0.3%	-27.5%	-14.7%	5.8%	8.3	-3.1%	-0.1%	-13.5%	0.3%	-7.8%
CCOC(=O)c1[nH]c2ccccc2c1NC(=S)Nc1cccc(C)c1	-13.9%	-1.9%	?	?	15.1%	2.0	19.5%	?	2.1%	-3.3%	-1.3%
O=C(Nc1ccc(N2CCN(C(=O)c3ccc(Cl)cc3)CC2)cc1)c1cc2ccccc2o1	-0.4%	-3.8%	-16.4%	-12.6%	-4.4%	?	7.0%	?	-20.8%	-13.0%	-0.1%
COc1cc(OC)cc(C(=O)OC/C(O)=C(\C#N)c2nc3ccccc3[nH]2)c1	3.6%	-1.7%	6.31µM*	17.8µM*	-0.3%	11.9	-6.9%	-11.6%	-40.1%	-0.7%	-3.2%
CCn1c(SCC(=O)O)nc2sc3c(c2c1=O)CCC3	-0.5%	2.8%	-11.9%	6.2%	2.9%	-2.5	-1.7%	-1.8%	-0.2%	5.1%	-17.4%
O=C(NC(=S)N1CCCCC1CO)C12CC3CC(CC(C3)C1)C2 (configuration not stated)	4.5%	-1.3%	?	-12.7%	-4.3%	1.4	-1.2%	-15.3%	17.7%	-6.6%	-7.9%
Cc1nc2cc3c(cc2s1)OCO3	-2.3%	0.6%	2.6%	-16.5%	-3.6%	-0.7	-2.7%	12.6%	-9.7%	1.3%	0.7%
